Source: PubChem (several laboratories)
HIV RNase H inh: blocks HIV-1 RNase H cleavage of RNA/DNA duplex; P04585; RT-RNase H RNA/DNA duplex cleavage, fluorescence; inhibition, % at 10 µM; 1.9% of 65,000 active; AID 565; in the data active = inhibition above about 50%
RmlCD inh mix: inhibitors of RmlC and RmlD coupled enzymes | RmlC/RmlD coupled enzyme inhibition, 384-well mixture HTS | inhibition, % at 5.5 µM | 0.39% of 110,000 active | AID 1532; in the data active = inhibition above about 30%, passing the limit was not always enough; also: strong numbers were not always called active
An asterisk follows results filed as active; x = no result given; & = joins results of further samples. Only part of the results is shown; count on the stated rates, not on these rows.

The line under a structure holds: HIV RNase H inh | RmlCD inh mix
1: COc1nc(C)nc(NC(=O)NS(=O)(=O)c2ccccc2Cl)n1
→ x | 5
2: O=C(Nc1ccc(-c2nnc(-c3ccccc3)o2)cc1)C1CCCO1 (stereo unspecified)
→ 4 | 14
3: Cc1ccc(-n2nnnc2SCc2nnc(-c3ccccc3Br)o2)c(C)c1
→ -34 | -8
4: CCOc1ccc(C(=O)Nc2ccncc2)cc1
→ -10 | 11
5: CC(=O)c1cc2c(cc1NC(=O)CN1CCN(c3ccc(F)cc3)CC1)OCO2
→ 0 | 8
6: CC(=O)NCCC(Cc1ccccc1)c1ccco1 (stereo unspecified)
→ x | 1
7: CC(C)CC(C(=O)NCC1CCCO1)N(C(=O)Cn1nnc(-c2ccc(F)cc2)n1)c1ccccc1F (stereo unspecified)
→ x | -8
8: O=c1[nH]c(=O)n([C@H]2C[C@H](O)[C@@H](CO)O2)cc1F
→ -1 | -14
9: Cc1[nH]c2ccc(Br)cc2c(=O)c1CN1CCCCC1
→ -4 | -7
10: COc1cc(C(=O)NCc2ccc(-c3nc4ccccc4o3)cc2)cc(OC)c1OC
→ -6 | -17
11: CCOC(=O)c1c(C(C#N)C#N)cc(C)nc1C
→ 22 | -3
12: CCn1cc(Br)c(C(=O)N(C)Cc2ccccc2)n1
→ -24 | -2
13: CCCCSc1nc(C)cc(C)c1S(=O)(=O)c1ccccc1C
→ x | 7
14: O=C(NCCN1CCOCC1)C(=O)NCC1OCCN1C(=O)c1ccc(Cl)cc1 (stereo unspecified)
→ x | 0
15: CCOCCCNC(=O)c1ccc(Br)cc1
→ x | -11
16: Oc1ccc(C[C@@H]2CNC(=S)N2CCCCC2CCCCC2)cc1
→ x | -10
17: CCOc1ccc(C(=O)Nc2cc(C)on2)cc1OCC
→ -3 | 10
18: CC(C)OCCCNC(=O)c1cccs1
→ -8 | -17
19: COc1cc(C(=O)Nc2ccc(S(=O)(=O)N3CCc4ccccc43)cc2)cc(OC)c1OC
→ x | -13
20: CCOC(=O)C1CCCN(C(=O)c2ccc(C)cc2O)C1 (stereo unspecified)
→ x | -10
21: COc1ccc(C(=O)/C=C/Nc2ccc([N+](=O)[O-])cc2C)cc1OC
→ x | -22
22: COC(=O)CCC(=O)OC1(C)C(=O)C=C2C=C(C3CC3)N(C3CCCC3)C=C2C1=O (stereo unspecified)
→ x | 5
23: O=C(OCN1C(=O)c2ccccc2C1=O)c1cccs1
→ -65 | -7
24: N#Cc1c(C(F)(F)F)cc(C2CC2)[nH]c1=O
→ 1 | 40*
25: COC(=O)[C@H](CCSC)NC(=O)NCc1ccccn1
→ -3 | -8
26: O=C(O)c1ccccc1NCc1ccncc1
→ 41 | -4
27: Cn1cccc1C1(C(F)(F)F)NCCNC1=O (stereo unspecified)
→ -26 | -44
28: CC(=O)c1cccc(NC(=O)N2CCCC2C(=O)NCc2ccc(F)cc2)c1 (stereo unspecified)
→ 1 | -9
29: COc1ccccc1C1/C(=C(/O)c2cnn(-c3ccccc3)c2C)C(=O)C(=O)N1CCN(C)C (stereo unspecified)
→ -1 | x
30: COCC(=O)NC1CCN(C(=O)Nc2ccc(Br)cc2)CC1
→ -2 | 6
31: CC(Sc1ncnc2ccccc12)C(=O)Nc1ccc2c(c1)OCO2 (stereo unspecified)
→ x | -15
32: CC(C)n1ncc(C(N)=O)c1N
→ -9 | 0
33: N#Cc1cccc(NC(=O)CCn2ccnc2)c1
→ x | -12
34: CC1CCN(c2nc(-c3ccco3)c3c(c2C#N)CC(C)(C)OC3)CC1
→ 35 | -11
35: Cc1cnn(CCC(=O)NNC(=S)Nc2ccc(F)cc2)c1
→ x | -15
36: CCc1nnc(NC(=O)CSc2nnc(-c3ccco3)n2C)s1
→ -6 | 5
37: CCOC(=O)N1CCC(n2c(SCC(=O)OCc3ccccc3)nc3ccsc3c2=O)CC1
→ x | 8
38: O=C(O)c1ccc(NC(=O)C2CCCCC2)cc1
→ -2 | 11
39: CCOC(=O)N1CCN(C(c2ccc(C(C)C)cc2)c2sc3nc(C)nn3c2O)CC1 (stereo unspecified)
→ -4 | -12
40: CCOc1ccccc1-n1c(SCC(N)=O)nnc1-c1cccnc1
→ -36 | -8
41: Cc1nc2ccc(S(=O)(=O)NCC(=O)NCCN3CCCCC3C)cc2s1 (stereo unspecified)
→ -10 | -67
42: O=C(C1CC(c2ccc(F)cc2)=NO1)N1CCc2ccccc2C1 (stereo unspecified)
→ -11 | -4
43: COC(=O)c1onc(C(=O)c2ccccc2)c1C(=O)OC
→ 1 | 8
44: CC12CCC(C(=O)N3CCN(C(=O)C45CCC(C)(C(=O)O4)C5(C)C)CC3)(OC1=O)C2(C)C
→ -4 | x
45: NCCCC[C@H]1CN=C(N)N1CC1CCCCC1
→ x | -1
46: Cn1c(=N)c(S(=O)(=O)c2ccccc2)cc2c(=O)n3ccccc3nc21
→ -6 | 16
47: COc1ccc(C2C3=C(CC(C)(C)CC3=O)Nc3c2c(=O)[nH]c2nc(C)nn32)cc1 (stereo unspecified)
→ -13 | 13
48: CCCOc1cccc(C(=O)O)c1
→ -2 | 3
49: O=S(=O)(N1CCOCC1)n1c(Cc2ccccc2)nc2ccccc21
→ -19 | -11
50: COc1ccc(-c2nnc(SCC(=O)NC(C)C)n2CC2CCCO2)cc1OC (stereo unspecified)
→ -7 | 12

(next part)
The line under a structure holds: HIV RNase H inh | RmlCD inh mix
51: COc1cc(NC(=S)Nc2cccnc2)cc(OC)c1OC
→ x | -14
52: CCOC(=O)CN1NC2(CCCC(C)C2)NC1=S (stereo unspecified)
→ x | 9
53: CC(=C\C(=O)O)/C(=C/c1ccccc1)C(=O)O
→ x | -17
54: CN(C)c1ccnc2c[cH-]cc12.[Fe].c1ccc(-[c-]2[c-](-c3ccccc3)[c-](-c3ccccc3)[c-](-c3ccccc3)[c-]2-c2ccccc2)cc1 (stereo unspecified)
→ x | -14&33
55: CC(C)[C@H](CO)N(Cc1cccc(F)c1)c1nc(Nc2cccc(Cl)c2)c2ncn(C(C)C)c2n1
→ x | 21
56: COc1cc(-n2c(C)nc3cc(C(=O)NCCN4CCOCC4)ccc32)cc(OC)c1OC
→ x | 6
57: O=S(=O)(Nc1ccc(-c2csc(-c3ccccc3)n2)cc1)c1ccc(F)cc1
→ x | 7
58: CCOc1ccc(NC(=O)CSC2=C(C#N)C(c3ccc4c(c3)OCO4)CC(=O)N2)cc1 (stereo unspecified)
→ 8 | x
59: CCC(C)(C)n1nnnc1C(c1ccc2ncccc2c1)N1CCN(Cc2ccc3c(c2)OCO3)CC1 (stereo unspecified)
→ 7 | -10
60: CC(C)(C)NS(=O)(=O)c1ccc(CCC(=O)NCc2ccc3c(c2)OCO3)cc1
→ x | -2
61: N#CCC1c2ccccc2CCN1C(=O)Nc1cccc(C(F)(F)F)c1 (stereo unspecified)
→ x | 10
62: Cc1cc(NC(=O)CCC(=O)N(Cc2cccs2)C(C(=O)NC2CCCC2)c2ccccc2)no1 (stereo unspecified)
→ x | -12
63: COc1ccc([C@@H]2C[C@@H](c3ccccc3)Oc3cc(OC)cc(OC)c32)cc1
→ x | -27
64: COC(=O)c1cnn2c(C(F)(F)F)cc(-c3ccco3)nc12
→ 7 | 30
65: CC(NC(=O)C(=O)NN=C1CCCCCCCCCCC1)c1ccccc1 (stereo unspecified)
→ x | 0
66: CC(C)C(C)NC(=O)COc1ncnc2ccccc12 (stereo unspecified)
→ x | 8
67: CCCCSc1nc(C)c(CC(=O)O)c(=O)[nH]1
→ -7 | -8
68: CC12CCCCC1N(O)CN2O (stereo unspecified)
→ -4 | -18
69: CC(C)CNc1nc(=S)nc(N(C)C)[nH]1
→ x | 6
70: COc1cc(-c2nnc(SCC(=O)N3c4ccccc4Sc4ccccc43)o2)cc(OC)c1OC
→ x | 7
71: COc1ccc(-n2nnnc2SCC(=O)NC(=O)Nc2ccc3c(c2)OCCO3)cc1
→ x | -5
72: CC1(C)N([O-])C(c2cccs2)=C[N+]1=O
→ -1 | 11
73: Cc1ccccc1Nc1nnc(SCc2cc([N+](=O)[O-])cc3c2OCOC3)s1
→ x | 4
74: Cc1sc2c(=O)n3c(nc2c1C(=O)NC1CCCCC1)CCCCC3
→ x | 13
75: O=C(CN1C(=O)COc2ccccc21)NCCC1=CCCCC1
→ -5 | 2
76: c1ccc(-c2nc(N3CCN(c4ccccc4)CC3)nc(-n3ccnc3)n2)cc1
→ -2 | -14
77: Cc1nn(C(C)C(=O)N2CCc3ccccc32)c(C)c1[N+](=O)[O-] (stereo unspecified)
→ x | 11
78: O=C(O)Cc1ccc2c(c1)N(S(=O)(=O)c1cccc(C(F)(F)F)c1)CC(C(=O)O)O2 (stereo unspecified)
→ x | -7
79: CCC1Oc2ccc(C)cc2N(CC(=O)N(Cc2ccncc2)Cc2ccco2)C1=O (stereo unspecified)
→ x | 1
80: CCNS(=O)(=O)c1ccc(NS(=O)(=O)c2cc(C)ccc2C)cc1
→ -7 | -8
81: CCc1nc(SCC(=O)N2CCCC2)c2ccccc2n1
→ -15 | -7
82: O=C(OCc1cccs1)c1ccccc1NS(=O)(=O)c1ccc2c(c1)OCCO2
→ -40 | -7
83: O=C(NCCn1cc(SCc2ccccc2)c2ccccc21)c1ccccc1F
→ x | -13
84: CCc1c(C)nc2cc(-c3ccc(OC)c(OC)c3)nn2c1N1CCC(C)CC1
→ x | -5
85: COC(=O)c1ccc(NC(=O)C23CCC(C)(C(=O)O2)C3(C)C)cc1 (stereo unspecified)
→ 1 | -2
86: Cc1nc(C(F)(F)F)c(C(=O)NC(=O)Nc2ccc(OC(F)(F)F)cc2)s1
→ x | -7
87: COc1ccc(N=c2oc3cc(O)ccc3cc2C(=O)NCC2CCCO2)c(OC)c1 (stereo unspecified)
→ -11 | 11
88: CC(=O)O[C@]1(c2ccccc2)CCN(C)[C@H]2CCCC[C@@H]21
→ x | -9
89: COc1ccc(OC)c(-c2nc(C)sc2CC(=O)O)c1
→ 4 | -10
90: O=c1[nH]c(=S)n(CCC2=CCCCC2)c(O)c1C=NC1CCN(Cc2ccccc2)CC1
→ x | -8
91: CN1CCCC(OC(=O)c2ccc3c(c2)OCCO3)C1 (stereo unspecified)
→ 3 | 0
92: CCOC(=O)c1snc(-c2ccc(F)cc2)c1N
→ -8 | -6
93: CCCOc1ccccc1N/C(=N/c1nc(C)cc(C)n1)NC(=O)Nc1ccc(Cl)cc1
→ x | -15
94: COc1cccc(CC(NC(C)=O)C(=O)NC2CCN(c3c4c(nc5ncnn35)CCC4)CC2)c1 (stereo unspecified)
→ -6 | x
95: COc1ccc(C2=CC3=C(Br)C(=O)C(C)(O)C(=O)C3=CO2)cc1 (stereo unspecified)
→ x | 4
96: Cc1cc(-c2cccnc2)c(C#N)c(SCC#N)n1
→ -28 | -3
97: CCOC(=O)c1ccc(NC(=O)Cn2cc3c(n2)CCC(C)C3)cc1 (stereo unspecified)
→ 4 | -10
98: O=C(Nc1nc2ccccc2n1Cc1ccc(Cl)cc1)c1ccco1
→ -5 | 7
99: Cc1ccc(NC(=O)c2ccco2)cc1C
→ -9 | -7
100: COc1ccc(-c2nnc(SCc3nc4ccccc4s3)n2C(C)C)cc1
→ x | 9

Going on with the list:
The line under a structure holds: HIV RNase H inh | RmlCD inh mix
101: O=C(CN(C(=O)c1ccco1)c1cccc(F)c1)NCc1ccc(F)cc1
→ -12 | -16
102: O=C(NCc1ccc(Cl)c(Cl)c1)c1cccnc1
→ -3 | -10
103: CC(=O)c1c(C)[nH]c2ccccc2c1=O
→ x | -132
104: CC(=O)n1cc([C@@H]2C=C(C(=O)N3CCOCC3)O[C@H](OCCCCO)C2)c2ccccc21
→ x | -13
105: CCOC(=O)c1c(NC(=O)CSc2nnc3c(n2)[nH]c2ccc(F)cc23)sc(C(C)=O)c1C
→ x | -16
106: Cc1cc(C)n(-c2nc(N(C)C)nc(N(C)C)n2)n1
→ x | -10
107: O=C(O)CCC(=O)Nc1ccc(F)cc1
→ x | 1
108: Cc1ccc2nc(CSc3nnc(-c4ccco4)n3-c3ccccc3)cc(=O)n2c1
→ 4 | -9
109: c1ccc(Cc2cc(-c3ccccc3)on2)cc1
→ x | -10
110: CC(C)CCNC(=O)Cn1c(=O)oc2cc(S(=O)(=O)N3CCc4ccccc43)ccc21
→ 2 | 4
111: O=C(NCCCN1CCOCC1)c1ccc(CS(=O)(=O)c2c(Cl)cccc2Cl)o1
→ -8 | 3
112: O=C(NCCCCc1ccccc1)C1CC(c2ccc([N+](=O)[O-])cc2)=NO1 (stereo unspecified)
→ x | -1
113: Cc1ccc2cc(COC(=O)c3ccncc3)c(=O)[nH]c2c1
→ -17 | -7
114: CC1(C)Cc2ccccc2C(=NCCCCCC(=O)O)N1
→ x | 10
115: COc1ccc(C(=O)/C=C\N2CCOCC2)cc1
→ -7 | -4
116: COC(=O)CCC(=O)Nc1nnc(C(F)(F)F)s1
→ x | 6
117: O=C(CSc1nnc(-c2ccco2)o1)c1ccccc1
→ 1 | 20
118: Cc1cc(C)nc(NS(=O)(=O)c2ccc(NC(=O)c3ccc(S(=O)(=O)N4CCOCC4)cc3)cc2)n1
→ x | -6
119: COc1ccc(C2NC3=C(CCC3)C3(C#N)C(OC)(OC)N=C(N)C23C#N)cc1 (stereo unspecified)
→ 3 | 7
120: Cc1ccc(C(O)CN2C3=NCCCN3c3ccccc32)cc1 (stereo unspecified)
→ x | -12
121: COCCOC(=O)c1c(C)n(C)c2ccc(OC(=O)N3CCOCC3)cc12
→ -9 | -4
122: Cc1ccc(-n2ncc3c2ncn2c(-c4ccncc4)nnc32)cc1
→ -1 | x
123: CC(=O)Nc1cc2c(cc1NC(=O)c1cnccn1)OCCO2
→ 2 | 17
124: COc1ccc(NS(=O)(=O)c2ccc(S(=O)(=O)N3CCCC3)cc2)cc1
→ x | -7
